# Screening data deposited in PubChem BioAssay by Broad Institute.
# EWS-Fli block = EWS/Fli-driven NR0B1 reporter inhibitors, primary screen, A673 cells, NR0B1 luciferase, luminescence, MLPCN library. 350,000 compounds, 0.67% hits. viability-normalised. inhibition, % at 12.6 µM;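 active = mean inhibition of at least 50% after viability correction, with every replicate also passing that limit; inconclusive = mean reaches 50% but only one of two replicates passes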;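 also: firefly luciferase signal divided by Alamar Blue viability fluorescence both relative to DMSO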
# PGC1a acetyl inh = inhibitors of PGC1a acetylation signal, primary screen, cell-based, U2OS, AlphaScreen, inhibitor mode; AID 651687, 2012; AlphaScreen anti-acetyl-lysine; with virally co-expressed GCN5 acetyltransferase; inhibition, % at 15.6 µM; 350,000 compounds, 0.17% hits;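 active = every replicate shows inhibition of at least 40%; inconclusive = mean inhibition at least 40% but some replicate below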;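 also: 0% = neutral control wells and 100% = positive control wells; some results beyond the cut were filed as inactive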
# Cneo AK release = Cryptococcus neoformans cell lysis inducers, primary screen, AK release luminescence, single concentration; AID 651654, 2012; lysis activity, % at 15 µM; 360,000 compounds, 0.2% hits; C. neoformans lysis, adenylate kinase release luminescence, 4 h; normalised: neutral wells 0, clomiphene wells 100;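 active = mean lysis activity across replicates of at least 80%, whatever share of replicates individually reach that level; inactive = mean lysis activity below 80%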
#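 Test system: log-phase Cryptococcus neoformans yeast cells; Quantity: yeast cell density of 5 × 10^6 cells/mL; Buffer or medium: YPD; Doses: single compound concentration per well; Timing: 4 h at 37 °C static, read 1 h later; Measured by: AK luminescence; Read-out basis: lysis from increased AK signal; Control set: Clomiphene as positive control.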
# PAX8 reporter = inhibitors of PAX8-driven TPO luciferase reporter, primary screen, RMG-I cells, single concentration | SteadyGlo, 24 h | inhibition, % at 12.6 µM | AID 652154, 2013 | 360,000 compounds, 1.2% hits;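 active = mean replicate inhibition at least 60% with every replicate also reaching 60%; inconclusive = only one of the two criteria is met; inactive = mean below 60% and not all replicates reaching 60%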;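 also: luciferase light reporting Pax8 driven TPO promoter activity; plate controls were median of neutral control wells for no effect and mitoxantrone controls for full effect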
# LGR2 antag = inhibitors of bursicon-induced LGR2 CRE-luciferase signal, primary screen, cell-based, HEK293, CRE-luciferase reporter, bursicon stimulation; Drosophila bursicon receptor LGR2 (rickets); bursicon-stimulated, 4 h; inhibition, % at 9.99 µM; 380,000 compounds, 0.35% hits;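 active = drop in luminescence signal, shown as inhibition above about 50% in the replicate tests, limit read from the data, passing the limit was not always enough; inconclusive = probably only some replicates passing the limit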;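 also: agonist challenge used bursicon conditioned medium at about half maximal strength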
# FN deposition inh = inhibitors of fibronectin matrix deposition, primary screen, AH1F cells, Alexa488-fibronectin fluorescence, plate reader; AID 743247, 2014; AH1F fibroblasts, overnight; 350,000 compounds, 0.086% hits; inhibition, % at 12.6 µM;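 active = mean inhibition across replicates of 30% or more, regardless of how many single replicates reach that level; inconclusive = mean under 30% yet at least half of replicates reach 30%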;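 also: positive control wells lacked labelled fibronectin entirely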
#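 Assay system: AH1F fibroblast monolayer, labelled fibronectin deposition. Amount: 10000 cells per well. Also added: labelled fibronectin 24 nM. Compound: single-point pinned compound. Incubation: cell attachment 1 h, compound and FN exposure overnight. Detection: fluorescence after three HBSS washes, excitation 485 nm, emission 525 nm. Read-out: inhibition of fibronectin deposition signal.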
# miR122 inh = miR-122 Renilla sensor signal increase in Huh7, primary screen, miR-122 inhibitor project, cell-based, single point, plate reader. 340,000 compounds, 0.3% hits. Huh7 miR-122 Renilla luciferase sensor, 48 h; neutral wells = 0, positive control = 100. activation (reporter increase), % at 12.5 µM;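 active = mean replicate activation score at least 90 and every replicate individually at or above 90; inconclusive = only one of the two criteria met; inactive = neither criterion met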;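 also: higher luciferase means less miR-122 activity so hits act as miR-122 inhibitors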
# CASP6 VEID inh = human caspase-6 inhibitors, primary screen, biochemical, VEID-R110 fluorescence, single point, set 2 | P55212 | purified caspase-6, Z-VEID-R110 cleavage fluorescence | inhibition, % at 12.5 µM | 350,000 compounds, 0.53% hits | AID 686996, 2013;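 active = mean inhibition across replicates at least about 35%, with every replicate also reaching that limit, limit read from the data; inconclusive = only one of the two criteria met; inactive = neither criterion met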;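 also: 0% = median of neutral control wells and 100% = no fluorescence left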
# Target sequence (P55212 24-179 limits assumed): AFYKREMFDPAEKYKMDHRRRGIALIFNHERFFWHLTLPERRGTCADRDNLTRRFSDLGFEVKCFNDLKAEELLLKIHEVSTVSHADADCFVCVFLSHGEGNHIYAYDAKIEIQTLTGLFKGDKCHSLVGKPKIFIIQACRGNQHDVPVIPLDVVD
# Target sequence (P55212 194-293 limits assumed): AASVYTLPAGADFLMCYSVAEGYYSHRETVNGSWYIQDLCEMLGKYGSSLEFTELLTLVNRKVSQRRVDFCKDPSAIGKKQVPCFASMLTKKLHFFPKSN
# * hit, by the source's call; ? = inconclusive; / = not tested or not shown; [ ] = remark or other dose. No enrichment for hits. About 2.5% of those tested had a hit in this group.
SMILES,EWS-Fli block,PGC1a acetyl inh,Cneo AK release,PAX8 reporter,LGR2 antag,FN deposition inh,miR122 inh,CASP6 VEID inh
C[C@H](NC(=O)C[C@@H]1CC[C@H](NC(=O)CN2CCOCC2)[C@H](CO)O1)c1ccccc1,4.5,0.8,12.1,-0.6,-9.6,-4.8,6.0[16.7 µM],0.5
CC(C)CC#Cc1ccc2c(c1)O[C@@H](CN(C)C(=O)c1cccnc1)[C@H](C)CN([C@H](C)CO)S2(=O)=O,-6.4,-5.0,10.1,/,-0.2,/,14.1[16.7 µM],1.9
C[C@H]1CN([C@@H](C)CO)S(=O)(=O)c2ccc(-c3ccc(F)cc3)cc2O[C@@H]1CN(C)C(=O)c1ccccc1F,4.6,/,-1.1,/,17.1,-1.8,28.6[16.7 µM],-2.6
Cc1c(Cl)c([N+](=O)[O-])nn1Cc1ccc(C(=O)NN)o1,-9.7,-0.6,-0.2,-1.8,0.4,-1.9,6.8,-2.3
CCCN(C)C[C@@H]1Oc2cc(/C=C/c3ccccc3)ccc2S(=O)(=O)N([C@@H](C)CO)C[C@H]1C,17.1,-5.8,-2.9,/,-3.7,6.3,-6.2[16.7 µM],-1.9
C=CCNC(=O)COC(=O)c1ccc(Cl)c(S(=O)(=O)N(Cc2ccccc2)c2ccccc2)c1,9.6,-0.4,/,-1.3,16.2,-2.1,-4.4,2.1
O=C(N[C@@H](Cc1ccccc1)C(=O)OCC(=O)N1CCOCC1)c1cccs1,-4.0,7.8,0.7,-12.5,8.2,-10.4,-1.3,0.6
CNC(=O)C[C@H]1CC[C@@H]2[C@H](COc3ccc(NC(=O)c4ccc(C(F)(F)F)cc4)cc3C(=O)N2C)O1,-6.4,-0.6,-2.5,3.3,5.2,1.9,0.0[16.7 µM],/
CCN(c1ccccc1)S(=O)(=O)c1ccc(C(=O)N(CCCN(C)C)c2nc3cc4c(cc3s2)OCO4)cc1,5.8,/,0.8,8.2,7.8,6.6,/,-77.4
Cc1ccc(NC(=O)C2CCN(S(=O)(=O)c3c(C)noc3/C=C/c3ccco3)CC2)nc1,/,-9.3,-2.7,29.6,8.0,4.3,-5.5,/
COc1ccc(NC(=O)Nc2ccc3c(c2)[C@H]2C[C@H](CC(=O)N4CCN(C)CC4)O[C@@H](CO)[C@H]2O3)cc1,0.1,5.1,-6.6,-7.7,2.1,/,6.9[16.7 µM],-36.0
C[C@@H]1CN([C@@H](C)CO)S(=O)(=O)c2ccc(C3=CCCC3)cc2O[C@H]1CN(C)CC1CCCC1,-20.8,0.8,21.3,5.6,4.2,5.4,5.0[16.7 µM],-1.3
O=C(C[C@H]1C=C[C@@H](NC(=O)c2ccccc2)[C@H](CO)O1)NCc1ccncn1,1.3,-3.2,0.0,-3.0,-1.1,/,/,-0.3
CN(CC(=O)Nc1cccc(F)c1)C(=O)CN1C(=O)C2CCCCC2C1=O (stereo unspecified),-0.2,-2.3,1.8,1.3,-11.5,-4.1,-5.8,-14.4
CCC(=O)N[C@@H]1C=C[C@@H](CC(=O)NCc2ccccc2OC)O[C@H]1CO,3.0,7.0,67.3,-0.5,5.4,/,/,2.1
O=C1C(Cl)=C(NCCCN2CCOCC2)C(=O)c2ccccc21,18.7,9.9,-3.1,19.5,/,-9.2,-0.7,19.4
CSc1ccccc1NC(=S)NC1CCCCC1,0.4,0.0,-0.1,-43.2,-20.9,8.3,0.5,3.9
CC(C(=O)N1CCc2ccccc21)N(C)CC(=O)Nc1cccc(F)c1 (stereo unspecified),6.9,3.5,-1.2,12.5,-8.4,1.7,-2.5,-2.8
CC(C)NC(=O)CN1C(=O)C(C)(C)Oc2ccc(C(=O)NC3CCCCC3)cc21,2.2,/,0.4,-19.3,1.0,-2.6,/,-2.4
O=C(CSCc1ccc(F)cc1)Nc1ccccc1,/,-22.0,-0.5,/,1.2,/,-2.5,/
COC(=O)c1cccc(N(C(=O)c2ccco2)C(C(=O)NC2CCCC2)c2ccc(N3CCOCC3)cc2)c1 (stereo unspecified),0.2,8.4,1.3,7.1,-4.6,-8.0,-3.8,1.1
NS(=O)(=O)c1ccc(NC(=O)c2ccc(-c3ccccc3)cc2)cc1,4.3,7.4,/,-0.1,5.4,-8.2,2.9,-0.3
C[C@@H]1CN([C@H](C)CO)C(=O)c2cc(NC(=O)Nc3ccc(C(F)(F)F)cc3)ccc2O[C@@H](C)CCCCO[C@H]1CN(C)Cc1ccc(Cl)c(Cl)c1,1.3,1.3,-0.6,91.2*,1.9,/,3.0[16.7 µM],-0.6
O=C(CCc1nc2ccccc2[nH]c1=O)OCC(=O)N1CCc2ccccc21,/,-7.9,-1.2,15.1,/,-12.4,1.1,/
Cc1cccc(NC(=O)CNCC(=O)Nc2cccc(C)c2C)c1C,11.2,-32.6,0.4,-1.5,-10.8,1.6,-5.5,-2.5

# Only EWS-Fli block, PGC1a acetyl inh and Cneo AK release, for some of the entries so far:
SMILES	EWS-Fli block	PGC1a acetyl inh	Cneo AK release
C[C@@H]1CN([C@H](C)CO)C(=O)c2cc(NC(=O)Nc3ccc(C(F)(F)F)cc3)ccc2O[C@@H](C)CCCCO[C@H]1CN(C)Cc1ccc(Cl)c(Cl)c1	1.3	1.3	-0.6
O=C(CCc1nc2ccccc2[nH]c1=O)OCC(=O)N1CCc2ccccc21	/	-7.9	-1.2

# Continued:
SMILES,EWS-Fli block,PGC1a acetyl inh,Cneo AK release,PAX8 reporter,LGR2 antag,FN deposition inh,miR122 inh,CASP6 VEID inh
O=C(NCC[C@H]1CC[C@@H](NS(=O)(=O)c2cccc(F)c2)[C@H](CO)O1)C1CCCC1,6.9,-4.8,-2.3,-11.2,5.4,-4.4,20.8[16.7 µM],-4.4
CC(C)n1c(CNC(=O)c2ccccc2F)nnc1SCC(=O)NC1CCCCC1,4.4,3.5,2.9,3.2,6.3,0.9,-0.4,16.7
CC1(C)COC(c2cccc([N+](=O)[O-])c2)OC1,5.1,-9.9,-2.9,-1.2,5.9,0.5,/,-0.5
COCCN(C(=O)COC(=O)Cc1cccc2ccccc12)c1c(N)n(Cc2ccccc2)c(=O)[nH]c1=O,7.5,2.8,2.1,/,18.3,-1.0,-4.3,2.7
CN1CCN(c2ccc3c(c2)OC[C@H](Cc2ccccc2)NS3(=O)=O)CC1,-1.9,/,/,3.1,6.1,0.0,/,-14.2
Cc1nn(C)c(C)c1S(=O)(=O)N(CC(=O)NCCN1CCOCC1)c1ccc(C(C)C)cc1,-4.8,-2.6,-1.0,2.8,6.5,0.6,-5.0,-3.2
C[C@H](NC(=O)C[C@H]1C[C@H]2c3cc(N(C)C)ccc3O[C@H]2[C@@H](CO)O1)c1ccccc1,-10.2,-6.9,12.8,-2.4,15.5,/,-5.2[16.7 µM],-1.5
O=C1NC[C@H](CCCCN2C[C@H](Cc3ccc(O)cc3)N(CC3CCCCC3)C(=O)C2=O)N(Cc2ccccc2)C1=O,-3.3,/,/,-25.6,9.5,-10.2,/,10.3
CCCCOc1ccc(C(O)(CCC)CCN2CCOCC2)cc1 (stereo unspecified),/,4.0,/,6.6,-0.5,-3.7,2.8,/
COCCN(C(=O)c1ccc(OCC(C)C)cc1)c1c(N)n(Cc2ccccc2)c(=O)[nH]c1=O,1.5,/,/,10.9,-7.9,6.6,/,2.7
O=C(O)c1cc(Nc2nc(N3CCOCC3)nc(N3CCOCC3)n2)ccc1Cl,/,8.2,0.6,23.5,/,-1.8,7.7,/
CC(C)NC(=O)N(C)C[C@@H]1Oc2ccc(NS(=O)(=O)c3ccc(Cl)cc3)cc2C(=O)N([C@H](C)CO)C[C@H]1C,1.9,0.1,-0.8,11.0,10.4,-0.5,0.4[16.7 µM],0.4
COc1ccc(CCNC(=O)CN2C(=O)CSc3ccc(S(=O)(=O)N4CCOCC4)cc32)cc1OC,3.4,-9.9,0.3,-4.6,5.5,9.2,-2.2,1.3
O=C1CN(Cc2ccc(F)cc2)C[C@H]2[C@H](c3ccc(Br)cc3)[C@@H](CO)N12,4.0,-9.5,/,-8.6,5.8,/,/,-0.8
CN1C(=O)c2cc(NC(=O)C3CCC3)ccc2OC[C@@H]2O[C@@H](CC(=O)NCc3ccccc3F)CC[C@H]21,-7.0,/,/,-23.3,1.1,-6.9,/,0.3
Cc1ccccc1CNC(=O)CCCn1ncn2c(cc3occc32)c1=O,/,-2.8,1.6,-9.0,-7.8,4.9,-5.3,0.3
O=C(c1ccc2c3c(cccc13)CC2)N1CCN(c2ncccn2)CC1,3.6,-13.3,-3.6,/,-5.7,/,-3.7,5.8
COCCNc1nc(N)c([N+](=O)[O-])c(NC2CCCCC2)n1,-5.1,-12.2,-0.1,8.9,-28.4,/,-16.9,1.1
O=C(CSc1nc(O)cc(=O)n1-c1ccccc1)N1CCCCC1,5.3,?,/,/,17.6,/,-4.7,-0.2
O=C(CSCc1ccccc1)NCCCN1CCOCC1,2.5,/,-7.0,6.7,/,10.1,/,-12.2
COc1ccc(-c2cn(CC[C@H]3CC[C@H](NC(=O)CCN4CCCCC4)[C@H](CO)O3)nn2)cc1,5.8,-3.6,-2.7,-11.4,-10.9,1.3,/,-3.0
COc1ccccc1NS(=O)(=O)c1cccc(NC(=O)C2CC(=O)N(Cc3ccccc3)C2)c1 (stereo unspecified),-7.7,-53.2,/,13.6,5.3,-6.3,-1.9,-2.5
C[C@H]1CN([C@@H](C)CO)C(=O)c2cc(C#CC3CCCC3)cnc2O[C@@H]1CN(C)Cc1ccncc1,2.6,-2.5,16.6,-0.4,19.0,-0.3,-27.5[16.7 µM],-3.2
COc1ccccc1C(=O)Oc1cc(N)n(S(=O)(=O)c2ccc(C)cc2)n1,/,?,4.0,31.0,/,1.8,3.3,/
CC1CCN(CC(=O)Nc2ccccc2C(=O)NC2CC2)CC1,-2.9,/,-0.1,-8.4,-17.3,-8.6,/,-1.1
COC(=O)[C@@H](Cc1ccccc1)NC(=O)Cn1cnc2c(SC)nc(N)nc21,-5.1,-4.8,4.4,1.1,0.6,-5.4,-3.3,-2.1
CCC1C(c2ccccc2)N(C)C(c2ccccc2)CC1(O)c1ccccc1 (stereo unspecified),11.1,/,/,3.1,/,8.4,/,-2.3
Cc1ccc(NC(=O)CN(C)C(=O)CSc2nc3ccccc3c(=O)n2CCO)cc1,2.1,4.7,/,6.4,18.3,0.7,-1.1,1.5
C[C@@H]1CN([C@@H](C)CO)C(=O)Cc2cc(NS(=O)(=O)c3cccs3)ccc2O[C@H]1CN(C)S(=O)(=O)c1cccs1,-3.3,7.4,/,3.9,-9.9,/,6.1[16.7 µM],/
Cc1ccc(-n2cc(-c3ccccc3)c3c(N4CCOCC4)ncnc32)cc1,-3.6,/,/,20.5,6.7,1.7,/,-4.3
